FAS TE block: FAS thioesterase (human) inhibition; P49327; recombinant FAS-TE, OMFH fluorogenic substrate, fluorescence endpoint; inhibition, % at 15 µM; 360,000 compounds, 0.67% hits; AID 602261;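 active = compounds whose normalised, plate-corrected inhibition of enzyme fluorescence in the single-dose primary screen is 50% or more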;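 also: 0% = DMSO with enzyme and 100% = substrate without enzyme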
eLon inh: E. coli protease La inhibition; P0A9M0; purified E. coli Lon protease, fluorescence polarization; inhibition, % at 7.94 µM; 360,000 compounds, 0.42% hits; in the data active = inhibition above about 13%, passing the limit was not always enough;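 also: 0% = enzyme with probe and DMSO and 100% = no enzyme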
MsrA inhibitor: bovine MsrA inhibition. 360,000 compounds, 0.75% hits. purified bovine MsrA, absorbance read-out. inhibition, % at 15.5 µM. AID 651718; in the data active = inhibition above about 4.5%;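 also: 0% = vehicle wells with enzyme and 100% = reference inhibitor wells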
MsrA act: activates bovine MsrA enzyme; activation, % at 10.6 µM; 360,000 compounds, 0.3% hits; purified bovine MsrA, absorbance read-out; in the data active = activation above about 7.5%;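 also: 0% = vehicle and 100% = reference activator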
Neddylation inh: inhibitors of human cullin neddylation | TR-FRET cullin neddylation, biochemical | calls only at 25 µM | 360,000 compounds, 0.58% hits; in the data active = inhibition above about 36%
CendR NRP1 mod: modulators of CendR peptide binding to human neuropilin-1; FAM-RPARPAR peptide binding to NRP-1, fluorescence polarization; 360,000 compounds, 0.85% hits; O14786; inhibition, % at 25 µM;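 active = inhibition or corrected inhibition above about 18%, plus a signal ratio from 0.5 to 1.5, limit read from the data, passing the limit was not always enough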; also: strong numbers were not always called active
Rin1 Abl inh: blocks binding of human Rin1 to Abl. inhibition, % at 7.35 µM. TR-FRET Rin1/Abl binding, biochemical. 360,000 compounds, 0.4% hits. P00519+Q13671; in the data active = inhibition above about 5%, passing the limit was not always enough
SKN-1 block: C. elegans SKN-1 inhibition | 360,000 compounds, 0.49% hits | C. elegans VP596 Pgst-4::GFP/RFP ratio, acrylamide-induced, 24 h | inhibition, % at 21.8 µM;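 active = interference check ratio from 0.5 to 1.5 plus GFP to RFP signal ratio inhibition reaching or exceeding a fixed threshold, cut at about 30% in these data, passing the limit was not always enough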; also: some compounds called inactive have numbers as strong as hits
MT1-MMP act inh: MT1-MMP (human) activation inhibition. GFP/RFP ratio change, % at 20 µM. P50281. 360,000 compounds, 0.061% hits. HT1080 RFP-PRO-GFP cells, GFP/RFP ratio fluorescence, overnight; percent of plate control window, DMSO zero;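 active = GFP/RFP ratio change of at least 30% with cell ATP level not reduced by more than half and red fluorescence within 50% of control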; also: strong numbers were not always called active
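Material: RFP-PRO-GFP reporter HT1080 cells. Dosing: single-point 20 µM compound, 1% DMSO. Controls: DMSO and RFP-L50D-GFP cell wells. Timing: cells overnight before dosing, compound overnight, 37 °C, 5% CO2. Measure: GFP/RFP fluorescence ratio.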
Active calls of the source: *; i = inactive; · = no result given; + = active, no number; & = joins results of further samples.

SMILES	FAS TE block	eLon inh	MsrA inhibitor	MsrA act	Neddylation inh	CendR NRP1 mod	Rin1 Abl inh	SKN-1 block	MT1-MMP act inh
Cc1ccc(/C=N/NC(=O)c2nnn(-c3nonc3N)c2-c2cccs2)cc1	3	1	0.4	-10	i	12	0	-3	-8
CCCCCCCC(=O)OCC(COC(=O)CCCCCCC)OC(=O)CCCCCCC	5	-8	0.2	-3	i	1	1	22	3
CCCn1cc(C(=O)N(C)C2CCCN(Cc3ccccc3F)C2)c(C)n1 (centres undefined)	-6	-1	2.3	-3	i	-7	1	16	-5
Cc1[nH]c(=S)c(C#N)c(C)c1CCC#N	-1	5	2.1	0	i	14	0	-7	-3
C/C(=N\Nc1nc2ccccc2[nH]1)c1ccc(Cl)s1	-25	-20	1.5	-2	i	-6	-1	2	11
CCCCOC(=O)c1ccc(NC(=S)N2CCN(c3ncc4c(=O)c(C(=O)O)cn(CC)c4n3)CC2)cc1	-18	1	-0.1	-1	i	-3	2	10	-1
CC(C)(C)c1cc(C(=S)N2CCN(CCO)CC2)cc(C(C)(C)C)c1O	-6	4	1.3	-2	i	-10	3	0	3
Cc1ccc(S(=O)(=O)NC(CC(C)C)C(=O)N2CCOCCOCCOCCOCC2)cc1 (centres undefined)	-4	6	-0.3	-11	i	-3	4	8	-1
COc1ccc(Cc2nnc(SCc3nc4ccccc4c(=O)[nH]3)o2)cc1	-9	5	0.4	-8	i	-7	0	-8	9
CCC(C)C(=O)Nc1nc(-c2ccc3c(c2)NC(=O)CO3)cs1 (centres undefined)	46	1	1.2	-2	i	8	2	-13	0
CC(C)c1ccc(S(=O)(=O)NC2CCS(=O)(=O)C2)cc1 (centres undefined)	-3	7	0.7	-6	i	16	3	-10	4
CC(CC(=O)NNC(=O)c1cccc(Cl)c1)c1ccccc1 (centres undefined)	-3	4	1.1	-3	i	3	2	2	-1
CCOC(=O)c1ccc(NC(=S)NCCc2ccc(OC)c(OC)c2)cc1	8	4	-0.9	-5	i	-5	2	1	1
O=C(O)C(Cc1ccccc1)N1C(=O)/C(=C/c2ccccc2)SC1=S (centres undefined)	17	-6	2.3	-11	i	-14	3	5	1
CN(CC(=O)Nc1ccc(Cl)c(Cl)c1)C(=O)C1CCCC1	14	-13	-0.8	-2	i	-1	4	-4	5
Nc1nnc(CC(c2ccccc2)c2ccccc2)s1	-10	-5	0.1	-1	i	5	2	-5	-8
Cc1ccc(C#N)c(SCc2cccc(Br)c2)n1	32	4	-1.4	-2	i	-1	1	7	-5
COc1ccc(N2CC(NC(=O)N(C)CCC#N)CC2=O)cc1 (centres undefined)	-2	2	0.3	-3	i	-1	1	-8	-1
Cc1noc(NS(=O)(=O)c2ccc(NC(=O)CCN3C(=O)c4ccccc4C3=O)cc2)c1C	-6	6	0.3	-2	i	2	2	-9	2
Cc1ccc([N+](=O)[O-])c(NC(=O)COC(=O)C2CC3CCCC(C2)C3=O)c1C (centres undefined)	-4	3	-0.5	-8	i	10	-1	0	-5

Entries of single compounds as entered above. Order of values: FAS TE block, eLon inh, MsrA inhibitor, MsrA act, Neddylation inh, CendR NRP1 mod, Rin1 Abl inh, SKN-1 block, MT1-MMP act inh
O=C(O)C(Cc1ccccc1)N1C(=O)/C(=C/c2ccccc2)SC1=S (centres undefined) is listed as 17, -6, 2.3, -11, i, -14, 3, 5, 1
CCCCOC(=O)c1ccc(NC(=S)N2CCN(c3ncc4c(=O)c(C(=O)O)cn(CC)c4n3)CC2)cc1 is listed as -18, 1, -0.1, -1, i, -3, 2, 10, -1
CCOC(=O)c1ccc(NC(=S)NCCc2ccc(OC)c(OC)c2)cc1 is listed as 8, 4, -0.9, -5, i, -5, 2, 1, 1

New compounds follow:
SMILES	FAS TE block	eLon inh	MsrA inhibitor	MsrA act	Neddylation inh	CendR NRP1 mod	Rin1 Abl inh	SKN-1 block	MT1-MMP act inh
COc1cc(C)c(Cl)cc1S(=O)(=O)N1CCCC1	0	0	1.4	-9	i	-2	1	6	1
COc1ccccc1N1CCN(CC(=O)Nc2cc(F)ccc2C)CC1	2	-8	0.9	-11	i	-4	-1	-29	-1
Cc1cc(C)n(CC(=O)NCc2cc(-c3nn(C)c(=O)c4ccccc34)ccc2C)n1	-4	1	0.2	0	i	-4	-1	1	1
O=C(NNC1=C(C(=O)C(F)(F)F)CCC1)c1ccccc1O	16	8	0.8	5	i	-18	-1	-12	-3
Cc1cnc(CNC(=O)C2CCC(=O)N(CCc3ccc(Cl)cc3)C2)cn1 (centres undefined)	-2	-4	0.3	-16	i	-7	4	-10	-3
CC(=O)NCC(=O)N[C@@H](CC(=O)OCc1ccccc1)C(=O)OCc1ccccc1	-5	11	1.2	-3	i	0	1	12	1
O=C(c1cnn2c(C(F)(F)F)cc(-c3ccco3)nc12)N1CCCCCC1	8	0	1.6	-2	i	1	-3	-3	2
COc1cc(/C=C/CN2CCC(Oc3ccc(C(=O)N4CCCC4)cc3)CC2)ccc1O	-3	-8	0.7	-3	i	2	3	-2	3
CCc1c(C(=O)Nc2ccccc2)c(C)[nH]c(=S)c1C#N	-8	-7	0.3	-2	i	1	2	2	5
O=C(Nc1nc(OCCN2CCCC2=O)cnc1/C=C\c1ccccc1)c1cc2ccccc2s1	31	-7	3.6	1	i	-11	-2	-7	-14
CCOc1ccc(NS(=O)(=O)c2ccc(NC(=O)[C@@H]3CCCC[C@@H]3C(=O)O)cc2)cc1	-8	-9	0.4	-3	i	6	-1	6	0
CCOc1ccc(C(=O)Nc2cnn(Cc3ccc(Cl)c(Cl)c3)c2)cc1	16	-8	-1.4	-10	i	1	-4	-16	4
COc1cc(NC(=O)c2cc3ccccc3o2)c(OC)cc1Cl	-1	-11	-0.6	-3	·	-1	1	7	-1
O=C1CSC(c2cccnc2)N1c1ccc(F)cc1 (centres undefined)	-5	2	-0.6	-10	i	3	3	-3	-2
CCN(C(=O)CN1C(=O)S/C(=C\c2cccc(OC)c2)C1=O)C1CCS(=O)(=O)C1 (centres undefined)	-5	-6	3.4	-11	i	6	-8	-20	3
O=[N+]([O-])c1ccccc1OCCCCN1CCCCC1	-7	-1	1.3	-4	i	-4	2	4	15
CCCc1cc(=O)[nH]c(Nc2ccc3c(c2)OCCO3)n1	-5	-12	-2.0	-3	i	12	-1	6	10
COc1ccc([C@@H]2CC(=O)c3c(O)cc(O[C@@H]4OC(CO[C@@H]5OC(C)[C@H](O)[C@H](O)C5O)[C@@H](O)[C@@H](O)C4O)cc3O2)cc1O (some centres undefined)	-6	4	0.8	-4	i	0	-5	-15	1
N#C/C(=C\c1ccc(Sc2ccc(Cl)cc2)o1)c1nc2ccccc2[nH]1	10	-74	1.9	-4	·	-30	-3	15	-71
CN(C1CCS(=O)(=O)C1)S(=O)(=O)c1ccc(C2CCCCC2)cc1 (centres undefined)	0	3	0.1	-12	i	11	2	4	-5
COc1ccc(NC(=O)C2CCC(CNc3c(N4CCCCC4)c(=O)c3=O)CC2)cc1OC (centres undefined)	-1&-7	-2&-5	-0.6&0.6	0&-4	i	-9&-1	4&3	-19&0	1&2
COc1cc(C(=S)N2CCOCC2)cc(Br)c1OS(=O)(=O)c1ccccc1	13	5	-1.9	-4	i	8	-2	-1	6
CCCCC(=O)Nc1ccc(F)c(Cl)c1	0	-7	0.6	2	i	2	7	-17	-2
O=C(COC(=O)c1cc(NS(=O)(=O)c2cccs2)ccc1O)Nc1cc(Cl)ccc1Cl	8	-10	0.9	-5	·	-16	-1	-6	0
CCOc1ccc(NC(=O)N2CCC(c3nc4ccccc4o3)CC2)cc1	1	-6	-0.9	-14	i	-8	2	-10	6
N/C(=N\OC(=O)c1cccc(Cn2cc(C(F)(F)F)ccc2=O)c1)c1ccccc1	5	4	-0.1	-4	i	4	0	-3	-1
O=C(COc1ccc(Cl)cc1Cl)N1CCN(c2ccccn2)CC1	11	4	0.9	-4	i	-3	3	6	0
O=C1CC(c2ccccc2)=Nc2ccc(Br)cc2N1	4	1	0.9	-5	i	9	-3	-9	12
COCCNC(=S)Nc1ccc2nc(N3CCOCC3)cc(C)c2c1	-3	2	1.4	-1	·	6	-6	2	1
CC1(c2ccccc2Cl)NC(=O)N(CC(=O)c2ccc3c(c2)OCO3)C1=O (centres undefined)	0	-8	0.8	-4	i	-7	2	6	4
CCn1cc([C@@H]2C[C@H]3CN(Cc4cccc(Cl)c4)C(=O)[C@]34CCCN24)cn1	-4	-8	-0.7	-4	i	-2	-2	-2	0
Cc1c(C)n(C(=O)CSc2nc3ccccc3[nH]2)c2ccccc12	6	6	0.0	-9	i	-17	-1	-17	3
CCOC(=O)NC(=O)CSc1nnnn1-c1ccc(Cl)cc1	-3	-2	-0.6	0	i	-6	4	11	-1
Cc1cc(C)cc(NC(=O)C(OC(=O)c2ccc(O)cc2)c2ccccc2)c1 (centres undefined)	27	-2	-0.2	-3	i	-3	-1	4	-4
CCOc1ccc(CCNC(=O)C2CCCN(S(=O)(=O)N3CCOCC3)C2)cc1OCC (centres undefined)	-9	3	1.3	-1	i	-4	2	14	-2
O=C(/C=C/c1ccc(Cl)cc1)NC(=S)Nc1ccc(N2CCOCC2)c(Cl)c1	2	-1	-0.2	1	i	22	0	5	-5
N#Cc1ccc(Oc2ccc(C(F)(F)F)cc2NC(=O)c2ccc(F)cc2)cc1	38	0	0.8	-4	i	2	1	16	-2
O=C(NCCC1CCCCN1S(=O)(=O)c1ccc(F)cc1)C(=O)NCCN1CCOCC1 (centres undefined)	-6	14	-0.1	2	i	13	1	10	-2
COC(=O)c1ccc(COc2ccc3ccc(=O)oc3c2)o1	3	-5	1.7	-1	+	-4	1	-27	-3
Cc1c(C=O)cnn1CCC(=O)O	-9	8	0.1	0	i	0	-1	-7	-1
Cc1cccc(-c2noc(CSc3ccccc3)n2)c1	20	-2	-0.3	-5	i	31*	-2	0	1
CC(C)CN1Cc2ccccc2Oc2cc(Br)ccc2S1(=O)=O	29	6	-0.1	0	i	3	-2	13	-4
CC1CCN(c2ccc(S(=O)(=O)NC3=NCCCCC3)cc2[N+](=O)[O-])CC1	3	-1	-0.5	-3	i	-3	-4	-7	-1
Cc1cc(C(=O)N2CCC2(C)C(=O)O)nn1C(C)(C)C (centres undefined)	-5	-6	1.3	1	i	0	-1	10	-1
CCOc1cccc2sc(Cl)nc12	-1	6	-0.3	-4	i	3	2	0	-3
COc1ccc(OCC(=O)c2c[nH]c3ccccc23)cc1	-4	-5	0.6	-2	i	-14	-2	15	2
Cc1ccccc1OCC(O)Cn1c(NCCN(C)C)nc2c1c(=O)n(C)c(=O)n2C (centres undefined)	-2	0	0.4	1	i	4	-1	-3	-3
CN(CC(=O)Nc1cccc(F)c1)C(=O)c1ccccc1Cc1ccccc1	13	-11	0.1	-4	i	7	1	-9	2
CCOCCCn1c(=S)[nH]c2cc(C(=O)NCCOC)ccc2c1=O	-6	0	3.6	-1	i	6	-1	1	4
CCC1(CC)NC(=O)N(CC(=O)OC(C)C(=O)Nc2cc([N+](=O)[O-])ccc2OC)C1=O (centres undefined)	4	14	1.6	-11	i	8	1	-7	·
C=CCSCC1Nc2cc(Cl)c(S(N)(=O)=O)cc2S(=O)(=O)N1 (centres undefined)	3	-4	0.8	2	i	4	-4	-16	3
N#Cc1ccc(COC(=O)C2CC(=O)N(CCc3ccccc3)C2)cc1 (centres undefined)	-5	-1	-0.7	-1	i	0	2	9	0
C/C(=N/Nc1ccccc1[N+](=O)[O-])c1ccc([N+](=O)[O-])cc1	2	0	0.4	-3	i	14	2	-7	4
COc1ccc(CNC(=O)COC(=O)Cc2ccc(Br)cc2)cc1	-7	-9	1.0	-4	i	-4	3	-11	-2

Looked up by compound from the entries so far (two):
SMILES	FAS TE block	eLon inh	MsrA inhibitor	MsrA act	Neddylation inh	CendR NRP1 mod	Rin1 Abl inh	SKN-1 block	MT1-MMP act inh
Cc1ccc([N+](=O)[O-])c(NC(=O)COC(=O)C2CC3CCCC(C2)C3=O)c1C (centres undefined)	-4	3	-0.5	-8	i	10	-1	0	-5
CCOc1cccc2sc(Cl)nc12	-1	6	-0.3	-4	i	3	2	0	-3
